Assay outcomes: PubChem, National Center for Advancing Translational Sciences (NCATS)
Pin1 inh – blocks the human prolyl isomerase Pin1; Q13526; Pin1 FP peptide displacement, HiFluor488, 10 min; Potency, µM (series often up to 115 µM), for inactives: at the top dose activity, negative = inhibition, actives largely listed as inhibitors; 0.009% of 390,000 active; active = well fitted inhibition curve with a large enough effect in the polarisation, with a control signal flat, not every such curve was filed as active; inconclusive = small, poorly fitted or top-dose-only effect, or effect the other way, or a change in a side signal; inactive = no such curve, though single readings can be large or run the other way; the % refers to the polarisation; also: potency is read from the fitted curve at half-maximal effect; % is scaled to controls: 0 for no effect and ±100 for the full control effect
Target sequence (Q13526 whole entry, looked up): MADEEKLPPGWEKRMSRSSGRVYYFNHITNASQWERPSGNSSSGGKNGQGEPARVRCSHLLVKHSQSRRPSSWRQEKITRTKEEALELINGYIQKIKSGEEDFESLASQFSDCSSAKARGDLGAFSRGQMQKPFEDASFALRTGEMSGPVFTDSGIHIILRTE
GLS inhibitor – blocks human kidney-isoform glutaminase activity. O94925. GLS enzymatic activity, qHTS titration. Potency, µM (series often up to 45.5 µM), inactives show at the top dose activity change, negative = inhibition, hits mostly inhibitors. 0.21% of 410,000 active. AID 624170; also: potency is read from the fitted curve at half-maximal effect; % is scaled to controls: 0 for no effect and ±100 for the full control effect
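Read-out is an Amplex red fluorescence increase coupled through glutamate oxidase and HRP, measured before and after 30 min room-temperature incubation. hKGA is in 45 mM KH2PO4 (pH 8.2) with 0.02% Tween-20; glutamine added as 1mM solution.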
rTrxR1 inhibitor – rat TrxR1 inhibition | O89049 | recombinant rTrxR1, NADPH fluorescence consumption, selenite substrate | Potency, µM (titrated, usually from 114 µM), for the others: at the highest dose activity change, negative = inhibition, hits mostly inhibitors | 1% of 390,000 active; also: potency is read from the fitted curve at half-maximal effect; % is scaled to controls: 0 for no effect and ±100 for the full control effect; nearly all actives have a fitted effect of over 65% in size
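Rat TrxR1 (90 nM in the dispensed reagent) was pre-reduced with 400 uM NADPH for 5 min at room temperature, then incubated with compound for 15 min. After 400 uM selenite was added, NADPH fluorescence (Ex 340/Em 450 nm) was followed for 8 min.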
TrxR1 substrate – rat thioredoxin reductase 1 substrate activity. 0.01% of 390,000 active. Potency, µM (series often up to 114 µM), for inactives: at the top dose activity change, negative = substrate turnover. purified TrxR1 substrate turnover, NADPH consumption readout. O89049; also: potency is read from the fitted curve at half-maximal effect; % is scaled to controls: 0 for no effect and ±100 for the full control effect; nearly all actives have a fitted effect of over 50% in size
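Rat TrxR1, dispensed at 90 nM, was prereduced with 400 uM NADPH (final) for 5 min at ~22 deg C, then incubated with compound 15 min before 400 uM selenite. A first-read NADPH fluorescence drop versus no-compound background flagged substrates.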
PI4K2A inh – PI4K2A (human) kinase inhibition; Q9BTU6; purified PI4K2A, ADP-Glo luminescence, 1 h; stronger effect = lower value; activity change, negative = inhibition, % at 76.9 µM; 0.13% of 420,000 active; AID 1346378; in the data active = activity change below about -50%; inconclusive = mostly about -30% to -49%;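 also: -100% = wells without enzyme as full effect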
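Compounds are screened against recombinant PI4K2A using PI as substrate and ATP, the latter dispensed at 300 microM. Reactions run one hour at ambient temperature before ADP-Glo detection; full inhibition defined by wells lacking enzyme.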
USP1 inh – inhibitors of human USP1/UAF1 deubiquitinase; recombinant USP1/UAF1, Ub-Rhodamine cleavage fluorescence; Potency, µM (titrated, usually from 57.1 µM), inactives show top-dose activity change, negative = inhibition, usual class: inhibitors; 0.23% of 390,000 active; AID 743255; also: potency is read from the fitted curve at half-maximal effect; % is scaled to controls: 0 for no effect and ±100 for the full control effect; nearly all actives have a fitted effect of over 60% in size; inactives centre near -12
Target sequence (O94782 whole entry, looked up): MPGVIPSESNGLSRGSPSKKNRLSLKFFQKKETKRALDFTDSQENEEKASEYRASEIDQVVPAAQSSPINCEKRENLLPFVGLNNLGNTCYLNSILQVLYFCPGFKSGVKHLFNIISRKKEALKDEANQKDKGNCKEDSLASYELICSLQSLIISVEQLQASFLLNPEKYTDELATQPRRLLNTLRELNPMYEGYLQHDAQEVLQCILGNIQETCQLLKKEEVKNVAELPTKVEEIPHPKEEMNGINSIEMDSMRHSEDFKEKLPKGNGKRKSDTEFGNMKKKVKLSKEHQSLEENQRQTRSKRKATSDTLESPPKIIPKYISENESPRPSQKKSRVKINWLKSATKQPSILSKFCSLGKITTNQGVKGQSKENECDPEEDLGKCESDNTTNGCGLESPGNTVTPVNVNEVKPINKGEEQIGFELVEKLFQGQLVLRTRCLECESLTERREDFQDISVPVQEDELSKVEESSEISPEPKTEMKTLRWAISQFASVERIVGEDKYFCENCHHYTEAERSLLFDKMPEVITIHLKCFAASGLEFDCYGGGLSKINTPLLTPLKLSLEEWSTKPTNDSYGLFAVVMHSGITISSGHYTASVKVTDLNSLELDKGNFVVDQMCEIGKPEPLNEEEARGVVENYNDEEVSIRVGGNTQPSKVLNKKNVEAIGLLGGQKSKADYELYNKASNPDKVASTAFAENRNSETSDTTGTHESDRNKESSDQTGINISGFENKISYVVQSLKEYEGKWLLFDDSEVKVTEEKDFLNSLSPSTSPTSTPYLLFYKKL
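In this screen, compounds sit with the deubiquitinase complex (1nM) for 15 min at room temperature before Ub-Rho is added at 150nM final. Fluorescence rise is then followed for 6 reads every 60 seconds.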
Tb PGK inh – inhibitors of T. brucei phosphoglycerate kinase. 0.043% of 380,000 active. Potency, µM (series often up to 57.5 µM), without a hit: at the top dose activity change, negative = inhibition, actives largely listed as inhibitors. AID 602233. P07378. PGK/GAPDH coupled, Kinase-Glo luminescence, 60 min; also: potency is read from the fitted curve at half-maximal effect; % is scaled to controls: 0 for no effect and ±100 for the full control effect; nearly all actives have a fitted effect of over 60% in size
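Recombinant glycosomal PGK reaction used 1,3-bisphosphoglycerate generated in-well by GAPDH (100nM final) in 100mM TEA pH 7.6, 5mM MgCl2, 0.01% Tween-20. After 60 minutes at room temperature, ATP was read by Kinase-Glo Plus luminescence end-point.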
HP1b chromo inh – HP1-beta chromodomain-methylated histone interaction inhibition | 0.56% of 390,000 active | AlphaScreen HP1-beta / biotin-H3K9me3 peptide binding | P83916 | AID 540317 | Potency, µM (top dose mostly 114 µM), for the others: top-dose activity change, negative = inhibition, actives largely listed as inhibitors; also: potency is read from the fitted curve at half-maximal effect; nearly all actives have a fitted effect of over 70% in size; inactives centre near 23
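HP1-beta protein (50 nM final) preincubated 30 min at room temperature with biotinylated H3(1-18)K9me3 peptide (50 nM) in PBS pH 7.4, 0.01% Tween-20, then compound added for 30 min. AlphaScreen streptavidin donor/nickel chelate acceptor beads (10 ug/mL final), 30 min dark, luminescence read.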
mIDH1 inhibitor – blocks human mutant IDH1 R132H enzyme | O75874 | IDH1-R132H enzyme, NADPH consumption, diaphorase/resazurin fluorescence | Potency, µM (top dose mostly 76.6 µM), without a hit: at the top dose activity change, negative = inhibition, actives largely listed as inhibitors | 0.093% of 390,000 active | AID 602179; also: potency is read from the fitted curve at half-maximal effect; % is scaled to controls: 0 for no effect and ±100 for the full control effect; nearly all actives have a fitted effect of over 65% in size
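IDH1-R132H (0.5 ug/mL dispensed) in pH 7.5 Tris buffer was preincubated 30 min with compound, then given a substrate mix of 0.016 mM NADPH and 2 mM alpha-KG for 80 min at room temperature; remaining NADPH was read by diaphorase/resazurin fluorescence.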
An asterisk follows results filed as active; i = inactive; ? = inconclusive; . = not tested or not shown; [ ] = another dose, or the depositor's remark. Unless noted, calls follow the shape of the dose curve; as a rule, active = well fitted curve in the direction sought with a large enough effect; inconclusive = small, poorly fitted or top-dose-only effect, or another doubt; inactive = no such curve, though single readings can be large; an effect the other way counts as inactive or inconclusive. A portion of the library; the hit share may differ from the screen's.

SMILES	Pin1 inh	GLS inhibitor	rTrxR1 inhibitor	TrxR1 substrate	PI4K2A inh	USP1 inh	Tb PGK inh	HP1b chromo inh	mIDH1 inhibitor
Cc1cc(N2C(=O)c3ccc(C(=O)NCc4ccccc4)cc3C2=O)no1	-2.0%	4.3%	7.1%	-0.6%	-0.8	0.4%	i	24.1%	-0.6%
Nc1nonc1/C(=N/O)N1CCCC1	-6.8%	-1.3%	14.1%[57.1 µM]	-0.1%[57.1 µM]	3.0	-13.3%	0.6%	30.2%	-6.5%
CC(C)c1cccc(C(C)C)c1NC(=O)CNCC(O)c1ccccc1 (centres undefined)	1.1%	-1.5%	22.8%	6.5%	-0.4	-16.6%	i	-32.3%	0.0%
CC1=C(Cl)C2=NS(=O)(=O)CCN2C=C1Cl	-5.9%	-10.6%	11.1%[57.1 µM]	77.2%[activator][57.1 µM]	-4.2	-21.5%	-11.0%	-8.6%	0.1%
C[C@@H]1CN([C@@H](C)CO)S(=O)(=O)c2ccc(Br)cc2O[C@H]1CN(C)C(=O)CN(C)C	.	-0.2%	.	.	-6.6	-10.2%	-5.7%	.	-4.5%
Nc1ccc(S(=O)(=O)Nc2nccc(/C=C/c3cccc([N+](=O)[O-])c3)n2)cc1	.	-0.1%	.	.	-4.1	-28.9%	-15.1%	.	5.6%
COc1ccc(N(C(=O)c2ccc3c(c2)OCO3)C2C=CS(=O)(=O)C2)c(OC)c1 (centres undefined)	-2.2%	10.4%	21.9%[57.1 µM]	7.3%[57.1 µM]	-3.7	-26.5%	-11.5%	66.6%[activator]	0.2%
Cc1cccc(OCC(=O)Nc2ccccc2N2CCN(C)CC2)c1	5.2%	1.2%	10.6%[57.1 µM]	7.1%[57.1 µM]	1.6	4.5%	-1.5%	-7.7%	0.8%
COC(=O)[C@H](C)[C@@H]1C[C@@]1(C)[C@@H](NC(=O)OCc1ccccc1)c1ccccc1	0.0%	-0.2%	-6.4%[57.1 µM]	-11.9%	-0.5	-3.7%	6.3%	49.9%[activator]	3.2%
Cc1ccc(NC(=O)Nc2cccnc2)cc1	-2.6%	1.2%	2.1%[57.1 µM]	5.0%[57.1 µM]	-2.0	-4.9%	2.9%	34.3%[activator]	0.4%
COc1ccc2c(c1)c1c(c(=O)n(Cc3ccccc3)c(=O)n1Cc1ccccc1Cl)n2C	3.8%	-3.7%	16.7%	9.6%	0.6	-8.4%	0.8%	47.8%[activator]	8.4%
Cc1ccc(-n2nc3c(c2NC(=O)c2ccc4c(c2)OCO4)CS(=O)(=O)C3)cc1	-4.5%	4.6%	-11.8%	-4.9%	-1.9	-15.6%	-0.6%	19.2%	-8.1%
Cc1ccc(C)c(N(CC(=O)NCc2ccccc2)C(=O)c2csnn2)c1	-4.8%	17.4%	1.6%	-3.3%	3.5	-7.0%	4.0%	6.8%	-4.0%
Oc1c(/C=C/C=C/C=Nc2ccccc2)sc(=S)n1Cc1ccccc1	36.9%[activator]	-0.5%	?	-1.4%	-8.5	?	-14.6%	?	1.9%
COc1cc(-n2c(N)c(C(=O)NCc3ccco3)c3nc4ccccc4nc32)cc(OC)c1OC	21.3%	1.9%	-5.6%	16.8%	-3.0	-19.9%	-2.0%	29.0%	4.5%
CCc1nn(C(CC)C(=O)NCc2ccc(OC)c(OC)c2)c(=O)c2cc3oc(C)cc3n12 (centres undefined)	1.7%	7.1%	3.6%	0.8%	-3.7	-13.8%	6.6%	17.0%	-2.3%
CN1CCCN(c2ncnc3scc(-c4ccc(F)cc4)c23)CC1	-4.3%	2.6%	?	1.5%	0.0	-21.5%	.	45.8%[activator]	4.8%
O=C(Nc1ccc(OCc2cc(=O)n3c4c(sc3n2)CCCC4)cc1)c1ccc(F)cc1	-3.9%	0.2%	8.3%	5.7%	2.2	-11.0%	-3.4%	52.9%[activator]	10.2%
O=C(C(c1ccccc1)c1ccccc1)N1CCOCC1	2.4%	6.6%	11.8%	5.6%	1.4	-15.2%	8.5%	77.5%[activator]	4.2%
O=C(CCCn1c(=O)[nH]c2ccsc2c1=O)NC1CCCCC1	9.8%	-1.3%	8.5%	0.7%	4.5	-20.4%	i	28.8%	1.3%
CN(C)S(=O)(=O)c1ccc2c(c1)N(CC(=O)N1CCN(c3ccccc3F)CC1)CCS2	7.0%	-9.5%	14.1%[57.1 µM]	-1.6%[57.1 µM]	-4.9	-9.1%	2.5%	7.4%[57 µM]	19.1%
O=C1CCCC2=C1C(c1ccccc1O)C1=C(CCCC1=O)O2	-3.0%	-10.8%	-13.2%	-11.9%	-3.5	-8.9%	1.6%	26.5%	13.2%
CCn1c(/C=C2/C(=O)N(C)c3ccccc32)nc2ccccc2c1=O	0.9%	-5.8%	5.9%[57.1 µM]	-14.5%	10.6	-13.6%	-10.3%	?	-1.0%
COc1cc2c(cc1NC(=O)/C=C/c1ccccc1)oc1ccccc12	1.2%	-4.1%	5.3%	3.5%	0.3	-9.8%	.	39.7%[activator]	0.6%
CCN(CC)c1ccc(/C=N/NC(=O)c2ccco2)cc1	1.2%	23.8%	-1.6%	5.0%	-13.9	-21.3%	-0.9%	18.5%	8.0%
N#CCCn1cc(/C=N/NC(N)=S)c(-c2ccccc2)n1	2.3%	-10.6%	?	-12.6%	-3.9	-16.6%	4.8%	?	-2.8%
CC(=O)Nc1ccc(Nc2cc(C(C)C)nc3c(-c4ccccc4)c(C)nn23)cc1	3.4%	15.4%	9.1%	6.8%	-3.6	-7.0%	-1.6%	79.2%[activator]	-3.5%
CN1CCCc2cc3c(C(F)(F)F)cc(=O)oc3nc21	.	5.5%	7.3%	58.5%[activator]	-1.5	?	-7.0%	91.3%	13.4%
CCCOc1ccc(/C(O)=C2/C(=O)C(=O)N(CCN(C)C)C2c2ccc(O)c(OC)c2)cc1 (centres undefined)	3.3%	11.9%	-14.9%	-6.9%[57.1 µM]	-7.8	-6.6%	0.9%	49.6%[activator]	-6.4%
COc1cc(NC2c3ncccc3C(=O)N2Cc2ccco2)cc(OC)c1 (centres undefined)	-6.7%	14.0%	7.3%	6.1%	-7.0	-0.4%	i	-19.8%	?
COc1ccc(CN2C(=O)c3ccccc3C2C(=O)NC2CCCC2)c(OC)c1 (centres undefined)	-7.3%	7.6%	9.0%	-8.5%	6.0	-3.4%	-1.6%	10.9%	1.1%
O=c1c(-c2nc3ccccc3s2)cccn1Cc1ccc(Cl)c(Cl)c1	28.4%	-9.7%	?	192.0%[activator]	6.3	-16.1%	-1.2%	45.7%[activator]	1.0%
CCOc1cc(CNCCc2c[nH]c3ccccc23)cc(Cl)c1OCC(N)=O	-5.9%	21.9%	3.0%	-1.7%	-3.1	-6.2%	-8.5%	12.8%	9.0%
CCOC(=O)CCCSc1nc2sc(C)c(C)c2c(=O)[nH]1	-4.4%	1.2%	19.1%	3.0%	2.5	-10.5%	-10.7%	21.9%	-2.0%
CC(=O)NC(c1ccccc1)c1c(O)ccc2ccccc12 (centres undefined)	-1.0%	0.0%	5.1%	17.2%	2.1	-20.5%	-8.7%	18.2%	-5.0%
O=c1[nH]c2ccccc2n2c(-c3ccncc3)nnc12	1.0%	16.1%	13.4%[57.1 µM]	10.8%[57.1 µM]	-3.7	3.1%	-4.1%	25.0%	2.7%
COc1ccc(C(=O)Nc2ccccc2C(=O)N2CCOCC2)cc1	1.6%	-15.5%	30.7%	10.3%	2.3	-10.4%	3.9%	-5.5%	-7.1%
CCc1ccc(Cn2c(CNS(=O)(=O)c3ccc(C)c(C)c3)nc3cccnc32)cc1	0.8%	8.0%	15.7%[57.1 µM]	2.8%[57.1 µM]	-2.1	-20.3%	-9.4%	25.8%[57 µM]	2.6%
COCCn1c(C2CCCCC2)nc2sc3ccccc3c(=O)c2c1=O	0.4%	?	23.2%	7.3%	-1.6	-19.8%	-7.3%	9.5%	2.8%
CCOc1ccc(N2C(=O)S/C(=C\c3ccc(O)c(OC)c3)C2=O)cc1	6.5%	1.8%	22.5%	5.7%	-8.8	-0.8%	-18.2%	3.7%	8.4%
CCCCCCn1c(=O)n2n(c1=O)[C@@H]1CN(S(=O)(=O)c3ccc(C)cc3)C[C@]1(O)[C@@H](OC(=O)Nc1cccs1)C2	.	11.2%	.	.	4.9	-7.5%	-1.7%	.	1.8%
O=C(Nc1nnc(SCc2ccccc2Cl)s1)c1cccc([N+](=O)[O-])c1	-1.3%	13.5%	4.2%	-10.1%	3.8	-11.0%	-7.0%	-12.6%	2.6%
CCN(CC)c1nc(Oc2ccc(=O)[nH]n2)nc(N2CCOCC2)n1	-0.4%	8.7%	12.3%[57.1 µM]	11.5%[57.1 µM]	-7.0	-10.0%	-9.7%	9.5%	-1.6%
COc1ccc(CCNC(=O)C23CN(Cc4ccccc4)CC2C(c2cccc([N+](=O)[O-])c2)=NO3)cc1 (centres undefined)	-0.3%	1.5%	5.8%[57.1 µM]	0.1%[57.1 µM]	0.4	-20.4%	i	4.3%	-7.7%
